# RXFP1 ag – activates the human relaxin receptor RXFP1. HEK293T-RXFP1 cAMP TR-FRET, 30 min; response scale: percent of porcine relaxin response, buffer zero. Potency, µM (doses to about 57.5 µM), for inactives: top-dose activation, most hits filed as activators. 0.3% of 370,000 active. AID 2676; also: potency is read from the fitted curve at half-maximal effect; % is scaled to controls: 0 for no effect and ±100 for the full control effect; nearly all actives have a fitted effect of over 60% in size; many of its hits are not listed in these tables
#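 Agonist response is measured as cAMP accumulation in an RXFP1-transfected HEK293T line under PDE4 inhibition. Values are scaled between buffer-only and 29 nM porcine relaxin, and EC50s come from standard Hill equation fits.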
# Vif-A3F inh – Vif-A3F binding inhibition. HeLa A3F-eYFP + Vif (tagged APOBEC3F with the HIV-1 protein that degrades it), YFP fluorescence increase. Potency, µM (titrated, usually from 46.1 µM), inactives show at the top dose activity, negative = active. 0.2% of 390,000 active; also: potency is read from the fitted curve at half-maximal effect; % of control where 0% means no effect; nearly all actives have a fitted effect of over 65% in size
#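 HeLa cells stably expressing Vif plus C-terminally eYFP-tagged A3F were seeded, incubated overnight at 37 deg C, dosed with compound, incubated overnight again at 37 deg C. Yellow fluorescence (Ex 488/Em 500-530) reported blocked Vif-mediated A3F-eYFP degradation.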
# IDH1 R132H inh – inhibitors of human mutant IDH1 R132H; O75874; 0.093% of 390,000 active; Potency, µM (top dose mostly 76.6 µM), for the others: at the highest dose activity change, negative = inhibition, hits mostly inhibitors; IDH1-R132H enzyme, NADPH consumption, diaphorase/resazurin fluorescence; AID 602179; also: potency is read from the fitted curve at half-maximal effect; % is scaled to controls: 0 for no effect and ±100 for the full control effect; nearly all actives have a fitted effect of over 65% in size
#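 IDH1-R132H (0.5 ug/mL dispensed) in pH 7.5 Tris buffer was preincubated 30 min with compound, then given a substrate mix of 0.016 mM NADPH and 2 mM alpha-KG for 80 min at room temperature; remaining NADPH was read by diaphorase/resazurin fluorescence.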
# Vif-APOBEC3G blk – inhibitors of Vif-APOBEC3G interaction. Potency, µM (series often up to 46.1 µM), inactives show at the top dose activity, negative = active, most hits filed as inhibitors. Q9HC16. HeLa A3G-eYFP + Vif (tagged APOBEC3G with the HIV-1 protein that degrades it), YFP fluorescence, overnight. 0.076% of 410,000 active;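 also: potency is read from the fitted curve at half-maximal effect; % is scaled to controls: 0 for no effect and ±100 for the full control effect; nearly all actives have a fitted effect of over 60% in size; hits raise eYFP signal because A3G escapes Vif-driven loss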
# Target sequence (Q9HC16 whole entry, looked up): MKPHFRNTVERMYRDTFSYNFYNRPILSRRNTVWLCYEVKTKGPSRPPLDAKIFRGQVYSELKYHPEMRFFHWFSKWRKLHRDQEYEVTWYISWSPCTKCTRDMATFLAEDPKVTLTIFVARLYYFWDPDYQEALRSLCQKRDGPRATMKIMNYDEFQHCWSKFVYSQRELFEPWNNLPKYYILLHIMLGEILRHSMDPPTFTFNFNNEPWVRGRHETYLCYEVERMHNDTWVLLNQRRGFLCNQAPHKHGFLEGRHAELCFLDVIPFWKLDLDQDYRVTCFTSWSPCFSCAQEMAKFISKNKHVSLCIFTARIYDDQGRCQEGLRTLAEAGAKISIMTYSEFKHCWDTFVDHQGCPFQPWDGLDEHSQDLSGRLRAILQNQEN
#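 Read-out is eYFP fluorescence (Ex 488/Em 500-530) from Vif-expressing HeLa A3G-eYFP cells; more signal means A3G escaped Vif-mediated degradation. Cells plated overnight, compound pinned in, incubated overnight at 37 deg C.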
# USP1 inh – USP1/UAF1 (human) deubiquitinase inhibition. 0.23% of 390,000 active. recombinant USP1/UAF1, Ub-Rhodamine cleavage fluorescence. Potency, µM (doses to about 57.1 µM), inactives show top-dose activity change, negative = inhibition, usual class: inhibitors; also: potency is read from the fitted curve at half-maximal effect; % is scaled to controls: 0 for no effect and ±100 for the full control effect; nearly all actives have a fitted effect of over 60% in size; inactives centre near -12
#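 USP1/UAF1 complex at 1 nM was preincubated with compound for 15 min at room temperature, then Ub-Rho substrate (150nM final) was added. Fluorescence (480/540 nm) was read kinetically, 6 reads every 60 seconds.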
# Glioma ERSR ind – ER stress response induction in glioma; Potency, µM, for the others: at the top dose activation, most hits filed as activators; 0.02% of 420,000 active; U87-MG GRP78 promoter luciferase reporter, 16 h; also: potency is read from the fitted curve at half-maximal effect; series mostly up to about 76 µM; % of control where 0% means no effect; nearly all actives have a fitted effect of over 35% in size
#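 Stably transfected U87-MG human glioma cells carrying a GRP78-based luminescent sensor were seeded at 1000 cells/well, pin-dosed with compounds and incubated 16 h. Luciferase reagent was then added, and end-point luminescence was read after 10 min at room temperature.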
# TrxR1 substrate – rat thioredoxin reductase 1 substrate activity; O89049; purified TrxR1 substrate turnover, NADPH consumption readout; Potency, µM (highest dose often 114 µM), without a hit: top-dose activity change, negative = substrate turnover; 0.01% of 390,000 active; also: potency is read from the fitted curve at half-maximal effect; % is scaled to controls: 0 for no effect and ±100 for the full control effect; nearly all actives have a fitted effect of over 50% in size
# Target sequence (O89049 whole entry, looked up): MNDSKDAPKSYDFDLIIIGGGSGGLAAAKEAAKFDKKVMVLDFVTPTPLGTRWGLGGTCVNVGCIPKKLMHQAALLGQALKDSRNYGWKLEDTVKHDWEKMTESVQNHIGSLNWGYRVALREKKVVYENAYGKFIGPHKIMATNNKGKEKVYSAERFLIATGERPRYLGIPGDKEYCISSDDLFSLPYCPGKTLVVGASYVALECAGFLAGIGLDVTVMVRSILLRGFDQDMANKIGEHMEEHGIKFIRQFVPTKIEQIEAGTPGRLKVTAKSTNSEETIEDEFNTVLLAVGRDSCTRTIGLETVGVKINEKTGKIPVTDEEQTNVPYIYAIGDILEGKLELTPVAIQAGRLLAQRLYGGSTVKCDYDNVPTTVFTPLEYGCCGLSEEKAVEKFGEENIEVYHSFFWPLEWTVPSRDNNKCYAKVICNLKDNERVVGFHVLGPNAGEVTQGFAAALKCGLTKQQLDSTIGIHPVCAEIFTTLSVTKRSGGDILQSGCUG
#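 Rat TrxR1, dispensed at 90 nM, was prereduced with 400 uM NADPH (final) for 5 min at ~22 deg C, then incubated with compound 15 min before 400 uM selenite. A first-read NADPH fluorescence drop versus no-compound background flagged substrates.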
# PI4K2A inh – inhibitors of human PI4K2A; Q9BTU6; purified PI4K2A, ADP-Glo luminescence, 1 h; hits give low values; activity change, negative = inhibition, % at 76.9 µM; 0.13% of 420,000 active; in the data active = activity change below about -50%; inconclusive = mostly about -30% to -49%;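 also: -100% = wells without enzyme as full effect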
#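 Compounds are screened against recombinant PI4K2A using PI as substrate and ATP, the latter dispensed at 300 microM. Reactions run one hour at ambient temperature before ADP-Glo detection; full inhibition defined by wells lacking enzyme.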
# LDHA inh – blocks human lactate dehydrogenase A. P00338. purified LDHA, NADH/diaphorase-resazurin fluorescence; hits give low values. activity change, % (values are at about 110 or 230 µM). 0.15% of 480,000 active; in the data active = activity change below about -30%; inconclusive = mostly about -25% to -30%;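 also: plate controls were DMSO wells for no effect and wells without enzyme for full effect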
#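 LDH5 2 nM; NADH 0.06 mM, pyruvate 0.2 mM; 200 mM Tris pH 7.4, EDTA, Tween-20; 5 min RT. Detection: diaphorase 0.133 mg/mL + resazurin 37 µM, fluorescence ex540/em590 at 0 and 20 min; normalized to enzyme-free and DMSO wells.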
# Numbers without * were called inactive; ? = inconclusive; · = no result given; [ ] = dose if it differs, or a comment. Unless noted, calls follow the shape of the dose curve; as a rule, active = well fitted curve in the direction sought with a large enough effect; inconclusive = small, poorly fitted or top-dose-only effect, or another doubt; inactive = no such curve, though single readings can be large; an effect the other way counts as inactive or inconclusive. An excerpt; count on the stated rates, not on these rows.
SMILES,RXFP1 ag,Vif-A3F inh,IDH1 R132H inh,Vif-APOBEC3G blk,USP1 inh,Glioma ERSR ind,TrxR1 substrate,PI4K2A inh,LDHA inh
CCOCc1nnc(NC(=O)c2cccc(OC)c2)s1,1.3%,5%,-3%,1%,-14%,2%,-7%,-4,-3
CN(C(=O)CCN1C(=O)c2ccccc2C1=O)C1CCCCC1,1.7%,-4%,2%,0%,-4%,-1%,1%[57.1 µM],7,-6
OC(c1ccc(-c2ccccc2)cc1)c1ncc(-c2ccc(F)cc2)[nH]1 (configuration not stated),·,·,·,-11%,·,1%,·,-2,-3
CCc1noc(C)c1C(=O)OC(C)C(=O)Nc1ccccc1OC (configuration not stated),-0.2%,9%,-9%,-2%,-23%,-2%,2%[57.1 µM],1,2
Cc1ccc(CNC(=O)C(=O)NCC(c2ccco2)S(=O)(=O)c2ccc(C)cc2)cc1 (configuration not stated),-0.1%,-3%,7%,4%,-10%,-3%,4%[57.1 µM],-2,3
CCCCN(C(=O)c1cnc2n(c1=O)CCS2)c1ccccc1,-0.2%,3%,13%,0%,-17%,-4%,5%[57.1 µM],2,2
CN(C)C(=O)COC(=O)c1ccccc1OCC(=O)Nc1ccc(SC(F)F)cc1,-0.8%,0%,7%,-15%,-18%,-4%,-2%[57.1 µM],1,-1
CCC(C)NC(=O)Cn1c(=O)n(CC2CCC(C(=O)NC)CC2)c(=O)c2sccc21 (configuration not stated),1.4%,5%,-10%,2%,1%,-4%,4%[57.1 µM],-1,1
Cc1ccc(F)cc1NC(=O)c1cnccn1,0.8%,9%,-1%,2%,-23%,-5%,2%,-3,-1
COc1ccc(F)c(CN2CCC(N3CCC(C(=O)N4CCOCC4)CC3)CC2)c1,0.6%,5%,2%,4%,-20%,-4%,2%,-2,-1
CCCCc1ccc(CC2S/C(=C(\C#N)C(=O)N3CCOCC3)N(c3ccccc3)C2=O)cc1 (configuration not stated),-0.5%,2%,3%,2%,-10%,-6%,-2%,0,4
Cc1ccc(N(O)C(=O)OCCNC(=O)Nc2ccccc2)cc1,0.8%,6%,3%,0%,-16%,5%,-3%,4,3
O=S(=O)(c1ccccc1)N1CCN(c2ncnc3sc(-c4ccccc4)cc23)CC1,1.3%,-13%,2%,-1%,-4%,-3%,14%[57.1 µM],7,-8
Cc1ccc(CNC(=O)[C@H](C)[C@H]2C[C@]2(C)[C@H](NC(=O)OCc2ccccc2)c2ccccc2)o1,-0.7%,2%,19%,-1%,-16%,-2%,-2%,1,0
CNC(=S)NC1CC2CCCC(C1)N2Cc1ccccc1OC (configuration not stated),1.1%,8%,-2%,0%,1%,-3%,-5%[57.1 µM],0,-7
COc1ccc(OCC(O)CNCc2ccco2)cc1 (configuration not stated),2.3%,·,10%,2%,-24%,-1%,-1%,0,-4
COc1cc(C(c2sc3nc(C)nn3c2O)N2CCN(c3ccccc3)CC2)cc(OC)c1OC (configuration not stated),0.2%,2%,7%,-4%,-23%,-1%,9%[57.1 µM],7,3
CCN(CC)S(=O)(=O)c1ccc(Cl)c(NC(=O)COc2ccc(OC)cc2)c1,1.0%,7%,3%,5%,-22%,-7%,-2%[57.1 µM],3,-3
COC(=O)c1ccc(/C=C/C(=O)OCC(=O)Nc2sccc2C(N)=O)cc1,·,-16%,1%,-6%,-13%,-3%,4%,6,-6
C=CCNC(=S)NNC(=O)c1cc(C)nc2ccccc12,0.2%,2%,-1%,-5%,-10%,-4%,-5%,-3,-1

# 3 entries from above, arranged by their value in RXFP1 ag, descending:
SMILES	RXFP1 ag
COc1ccc(OCC(O)CNCc2ccco2)cc1 (configuration not stated)	2.3%
CCN(CC)S(=O)(=O)c1ccc(Cl)c(NC(=O)COc2ccc(OC)cc2)c1	1.0%
C=CCNC(=S)NNC(=O)c1cc(C)nc2ccccc12	0.2%

# Next section.
SMILES,RXFP1 ag,Vif-A3F inh,IDH1 R132H inh,Vif-APOBEC3G blk,USP1 inh,Glioma ERSR ind,TrxR1 substrate,PI4K2A inh,LDHA inh
CCC(=O)N1CCCC(C)(C(=O)Nc2nccc3cccnc23)C1 (configuration not stated),·,·,·,1%,·,-2%,·,2,-3
O=C(NCc1ccc(Cl)c(Cl)c1)c1cc(C2CCCCN2C(=O)c2ccccc2)on1 (configuration not stated),·,·,·,2%,·,-2%,·,-1,-4
C=C(C)CC1N(c2cccc(OC)c2)C(=O)[C@@H]2C(C(=O)O)[C@H]3C=C[C@@]12O3 (some centres not stated),1.7%,-17%,2%,-1%,-8%,-5%,-9%,4,-4
CC(=O)NC1C(Oc2ccccc2C)OC(CO)C(O)C1O (configuration not stated),4.1%,-1%,0%,4%,-18%,-2%,7%,5,-7
CC(C)COc1ccc(S(=O)(=O)n2cc(F)c(=O)[nH]c2=O)cc1,-3.6%,5%,13%,0%,-20%,-3%,1%[57.1 µM],3,-14
Cc1ccccc1CSCC(=O)NCCSc1ccccn1,-1.1%,-16%,1%,1%,-23%,-1%,5%[57.1 µM],-2,-15
Cc1ccc(CNC(=O)c2ccc(N3CCC4(CC3)CC(c3ccccc3)=NO4)c([N+](=O)[O-])c2)cc1,-0.1%,-7%,12%,5%,0%,-2%,3%,-5,2
Clc1nnc(N/N=C/c2ccccc2)c2ccccc12,-1.7%,4%,2%,-13%,0%,?,3%[57.1 µM],0,-7
Cn1c(C=O)c(C#Cc2ccccc2)c2ccccc21,17%,-7%,0%,-12%,-29%,-2%,8%[57.1 µM],-2,1
CN(CC(=O)Nc1cccc(F)c1)C(=O)CCc1nc2ccccc2c(=O)[nH]1,-0.6%,1%,0%,-1%,-16%,-1%,-2%,-2,-7
O=C(CN(CCc1ccccc1)C(=O)c1csnn1)NC1CCCC1,1.2%,6%,3%,4%,-2%,-5%,2%,0,-6
Cc1ccc(NC(=S)NCc2ccc3c(c2)OCO3)cc1C,2.6%,-1%,0%,1%,1%,6%,-7%,2,-9
CNc1cnc(-c2ccc(F)c(F)c2F)cn1,·,·,·,-2%,·,-2%,·,-14,-1
Cc1nc(Nc2ccccc2)sc1C(=O)c1ccc(F)cc1,4.3%,2%,8%,1%,-8%,0%,9%[57.1 µM],-17,-2
Cc1ccc(N2CC(C(=O)N3CCCCCC3)CC2=O)cc1 (configuration not stated),-1.6%,-12%,-10%,-5%,-25%,-2%,1%,-2,-2
COc1ccc(NC(=O)C2Cc3c(-c4ccc5c(c4)OCO5)ccnc3O2)cc1 (configuration not stated),·,·,·,?,·,-5%,·,4,-7
CN(C)C(=O)c1ccc(NC(=O)COC(=O)C2=COCCO2)cc1,0.2%,-11%,5%,0%,-3%,-2%,-6%,2,-6
C[C@H](CO)N1C[C@H](C)[C@H](CN(C)C(=O)Nc2cccc(F)c2)Oc2cc(C#CC3(O)CCCC3)ccc2S1(=O)=O,·,3%,13%,-4%,-19%,-6%,·,-2,-1
CN(CC(=O)Nc1cc(S(=O)(=O)N2CCCCCC2)ccc1Cl)Cc1ccc2c(c1)OCO2,-0.1%,-17%,10%,3%,-8%,-5%,-1%,-4,-8
COCCNC(=O)C1(C)CCCN(C(=O)c2ccc(F)cc2Cl)C1 (configuration not stated),·,·,·,-5%,·,-2%,·,3,-7
CCOC(=O)Nc1nc(-c2ccccc2)c(C(=O)c2ccc(Cl)cc2)s1,6.4%,?,4%,?,-29%,-9%,-5%,-1,-2
CCc1ccc2[nH]cc(S(=O)(=O)c3ccc(C)c(C)c3)c(=O)c2c1,0.1%,4%,-12%,3%,-22%,-4%,2%,3,1
COc1cc(N/N=C(\C)c2ccc(N)cc2)nc(-c2ccccc2)n1,1.0%,2%,-2%,10%,?,-1%,2%,11,-2
O=C(CSc1ccc(Br)cc1)NC1CCCCCC1,·,1%,6%,0%,-21%,4%,-5%,-2,-2
CCCCSC1=N/C(=C/c2ccsc2)C(=O)N1c1ccccc1,-0.6%,6%,2%,1%,-20%,-4%,-7%,-1,4
Cc1cc(C)c(C(=O)COC(=O)CN2C(=O)NC3(CCCC3)C2=O)cc1C,·,-7%,1%,-8%,-6%,-4%,4%[57.1 µM],-1,-12
CCCCCCn1c(=O)c(F)cn(Cc2ccc(OC)c([N+](=O)[O-])c2)c1=O,5.3%,4%,16%,-6%,-24%,0%,-12%,-16,-2
CCN(CC)c1ccc(NC(=O)C2COc3ccc(OC)cc3C2)c(C)c1 (configuration not stated),1.9%,-21%,4%,?,-11%,-6%,2%[57.1 µM],-1,23
CCOc1ccc(NC(=O)CCSc2ccc(C)cc2)cc1,1.0%,11%,3%,0%,-14%,3%,-4%,0,-10
COc1ccc(NC(=S)NNC(=O)OC(C)(C)C)cc1OC,0.0%,-16%,3%,-1%,-8%,-1%,10%[57.1 µM],12,0
CCCCOc1ccc(-c2nnn(CC(=O)c3c[nH]c4ccccc34)n2)cc1,0.5%,·,2%,0%,-5%,-1%,4%,2,-16
Cc1ccc(-c2csc3ncnc(NCCC(=O)O)c23)cc1,18%,-5%,-8%,-1%,-15%,-2%,4%,5,-11
CC(NC(=O)c1cccs1)C(c1cccs1)N1CCN(c2ccccc2)CC1 (configuration not stated),-1.4%,-13%,3%,2%,-24%,-5%,15%[57.1 µM],3,-1

# High-throughput results as filed in PubChem BioAssay.
